Screens as filed in PubChem BioAssay.
KOR beta-arrestin-1 = KOR agonists, beta-arrestin recruitment, primary screen, cell-based, luminescence, uHTS (AID 1777). KOR beta-arrestin recruitment, luminescence; higher % means a stronger effect. Kappa-type opioid receptor (Homo sapiens). 280,000 tested, 0.02% active. one-dose activation, % at 10 µM; EC50 in µM for titrated hits; in the data active = activation above about 50%, passing the limit was not always enough; note: a part of the inactive calls stands beside numbers as strong as those of hits
Rac1 GTP hydrolysis = MgcRacGAP GTPase-activating activity inhibitors, confirmation, biochemical, ADP Hunter fluorescence | inhibition, % at 30 µM; hits with a dose series show IC50 in µM | MgcRacGAP-stimulated Rac1 GTP hydrolysis, ADP Hunter fluorescence; higher % means a stronger effect; GST-tagged Rac1 F28L mutant substrate | Rac GTPase-activating protein 1 (Homo sapiens) | AID 624330, 2012 | 340,000 tested, 0.6% active;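 active = first-screen hits whose inhibition reached a set limit at any dose in the follow-up dose series; inconclusive = inhibition above the set first-screen limit but never retested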;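 note: fluorescence reports GDP produced by GAP-driven GTP hydrolysis; strong numbers were not always called active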
HIV peptide binding = inhibitors of HIV fusion peptide binding, primary screen, biochemical, uHTS, fluorescence dequenching (AID 1986). inhibition, % at 20 µM, or IC50 in µM where a hit was titrated. 290,000 tested, 0.3% active. cell-free peptide binding, fluorescence dequenching, 30 min; higher % means a stronger effect; in the data active = inhibition mostly above about 52%, no sharp cut-off; inactive = mostly below about 76%; note: some results filed as inactive read as strong as hits
GPR55 LPI antagonism = GPR55 antagonists blocking LPI-driven arrestin recruitment, primary screen, imaging, U2OS, beta-arrestin-GFP, LPI agonist (AID 2013). inhibition, % at 10 µM; hits with a dose series show IC50 in µM. G-protein coupled receptor 55 (Homo sapiens). 290,000 tested, 0.13% active. U2OS GPR55 beta-arrestin-GFP translocation imaging, LPI antagonism; higher % means a stronger effect;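 active = spots per cell inhibited over 60%, with over 100 cells counted and total cytoplasm intensity under 500,000; inconclusive = wells with under 100 cells, flagged as likely toxic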;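 note: U2OS cells stably carrying GPR55 and arrestin-GFP stimulated by 5 µM LPI near EC80; imaged beta-arrestin-GFP aggregate spots per cell after agonist stimulation; plate controls were LPI-stimulated DMSO wells for no effect and DMSO wells without LPI for full effect; some results filed as inactive read as strong as hits; confirmed hits need IC50 under 10 µM and bright autofluorescent wells are also inconclusive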
KOR beta-arrestin-2 = KOR antagonists, beta-arrestin recruitment, cell-based, luminescence, uHTS (AID 1778). one-dose inhibition, % at 10 µM; IC50 in µM for titrated hits. 290,000 tested, 0.091% active. Kappa-type opioid receptor (Homo sapiens). KOR beta-arrestin recruitment, luminescence, antagonist mode; higher % means a stronger effect; note: strong numbers were not always called active
HEK293 NOD2/NF-kB = NOD2 signaling inhibitors, cell-based, luminescence, uHTS, HEK293 (AID 1566) | HEK293 NOD2/NF-kB luciferase reporter, luminescence; higher % means a stronger effect | inhibition, % at 4 µM, or EC50 in µM where a hit was titrated | 290,000 tested, 0.63% active; note: many of its hits are not listed in these tables
NOD1 NF-kB reporter = NOD1 signaling inhibitors, primary screen, cell-based, luminescence, uHTS (AID 1578). NOD1-driven NF-kB luciferase reporter cells, luminescence; higher % means a stronger effect. inhibition, % at 4 µM, or EC50 in µM where a hit was titrated. 290,000 tested, 1% active; in the data active = inhibition mostly above about 36%, no sharp cut-off; inactive = mostly below about 34%;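 note: HEK-293T reporter cells stimulated with the NOD1 agonist gamma-tri-DAP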
SV40 large T antigen = SV40 large T antigen inhibitors, biochemical (AID 1903); SV40 large T antigen ATPase/helicase inhibition assay; higher % means a stronger effect; inhibition, % at 20 µM; hits with a dose series show IC50 in µM; 310,000 tested, 0.39% active; in the data active = a potency from the dose series; inconclusive = inhibition mostly from about 32% at the one dose, without a potency; inactive = the rest, 99 in 100 with inhibition below about 32%; note: strong numbers were not always called active
GPR55 activation = GPR55 agonists via beta-arrestin recruitment, primary screen, imaging, U2OS cells, beta-arrestin-GFP redistribution (AID 1961) | activation, % at 10 µM; hits with a dose series show EC50 in µM | 290,000 tested, 0.048% active | U2OS GPR55 beta-arrestin-GFP redistribution imaging; higher % means a stronger effect;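 active = activation above 40% with more than 50 cells counted in the well; inconclusive = wells holding fewer than 50 cells, flagged as toxic or sparse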;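 note: U2OS osteosarcoma cells stably expressing GPR55 and beta-arrestin-GFP; plate controls were DMSO negative control for no effect and LPI positive control for full effect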
An asterisk follows results filed as active; ? = inconclusive; / = not tested or not shown; [ ] = dose if it differs, or a comment. Cut-off read from the data, not from the text of the source, unless noted: active = inhibition above about 50%; inactive = the rest.

SMILES	KOR beta-arrestin-1	Rac1 GTP hydrolysis	HIV peptide binding	GPR55 LPI antagonism	KOR beta-arrestin-2	HEK293 NOD2/NF-kB	NOD1 NF-kB reporter	SV40 large T antigen	GPR55 activation
Cc1nnc(N(C)C(=O)c2cnccn2)s1	-6.9%	3%	0.7%	7%	10%	21%	-22%	4%	0.5%
O=C(Nc1cccnc1)c1cccc(NC(=O)c2ccco2)c1	-3.1%	11%	1.2%	-6%	24%	0%	-34%	11%	0.1%
O=C(Nc1cc(S(=O)(=O)N2CCOCC2)ccc1N1CCCC1)C1CC1	-6.8%	14%	-1.9%	-3%	-6%	-6%	-30%	6%	-0.3%
Cn1c(=O)c(=O)n(C)c2cc(S(=O)(=O)N3CCCC3C(=O)NCc3ccco3)ccc21 (configuration not stated)	/	7%	-2.3%	5%	1%	-16%	-1%	3%	-0.1%
CCC(C)NC(=O)c1cn(-c2cccc(OC)c2)c(=O)c2ccccc12 (configuration not stated)	-1.0%	5%	-2.5%	6%	-3%	13%	1%	9%	-0.1%
O=[N+]([O-])c1ncccc1OCc1ccc(Cl)c(Cl)c1	-3.5%	7%	-1.6%	4%	3%	-37%	-48%	14%	-0.2%
O=C(NNC(=O)c1ccc(SCC2CCCO2)c([N+](=O)[O-])c1)c1ccc(Cl)c([N+](=O)[O-])c1 (configuration not stated)	-6.4%	-6%	1.0%	3%	15%	17%	28%	2%	-0.2%
CC(=O)NC(Cc1ccc(F)cc1)C(=O)NC1CCN(C(=O)NCc2ccccc2)CC1 (configuration not stated)	-2.6%	4%	-1.5%	-1%	7%	9%	-9%	3%	-0.2%
Cc1nc(NC(=O)/C=C/c2ccc(Cl)cc2Cl)sc1C(=O)N(C)C	-2.5%	2%	1.2%	5%	-9%	3%	-26%	7%	0.0%
COc1ccc(OCc2cc(C(=O)N[C@H]3CCCCNC3=O)no2)c(Cl)c1	2.9%	3%	1.0%	4%	-33%	-28%	-40%	7%	0.3%
Cc1cc(C)nc(SCC(=O)Nc2ncc3c(n2)CC(C)(C)CC3=O)n1	-4.6%	4%	0.5%	-3%	1%	-1%	-24%	9%	-1.0%
O=C(c1ccccc1)N1N=C(c2cccs2)CC1c1ccccc1O (configuration not stated)	0.8%	-12%	1.5%	2.7µM*	1%	-3%	22%	12%	-0.1%
COc1cc(NC(=O)CCNC(=O)Cn2cnc3ccccc3c2=O)cc(OC)c1OC	-3.8%	1%	-2.9%	-10%	28%	1%	-35%	2%	-0.1%
O=c1c(-c2ccc(Cl)cc2)coc2c(CN3CCCCC3)c(O)ccc12	0.4%	12%	-0.6%	7%	-32%	/	/	2%	-0.1%
CCN(CC)c1cc(Cl)nc(N)n1	/	1%	-1.6%	0%	-22%[20 µM]	-4%	-16%	-8%	-0.1%
Cc1nnc2ccc(-c3ccc(NC(=O)Cc4cccs4)cc3)nn12	1.4%	6%	2.2%	11%	0%	-5%	-6%	25%	-0.1%
Cc1ccccc1NC(=S)NCc1ccco1	5.1%	9%	1.9%	4%	13%	20%	-10%	12%	0.1%
COc1ccc(CCn2c(NN)nc3c2c(=O)[nH]c(=O)n3C)cc1	6.3%	4%	-0.2%	-18%	-27%	-22%	8%	?	0.3%
COc1ccc(C(C(=O)NCC2CCCO2)N(C(=O)CNC(=O)c2cccs2)c2ccc(C)cc2)cc1OC (configuration not stated)	8.8%	-2%	-0.4%	-15%	-25%[20 µM]	9%	4%	9%	0.0%
COc1ccc(-n2c(SCC(=O)c3ccc[nH]3)nnc2-c2ccccc2)cc1	5.2%	-2%	-3.1%	-4%	15%	10%	-21%	-1%	-0.4%
CCN(CC)CCn1c(=N)n(CCO)c2ccccc21	/	7%	-0.5%	2%	/	-7%	-19%	7%	0.0%
Cc1c(Nc2nc(-c3ccc(Cl)cc3)cs2)c(=O)n(-c2ccccc2)n1C	-2.2%	10%	0.4%	2%	26%	1%	-21%	1%	-0.1%
COCCn1c(SCC(=O)N2CCCCC2)nc2c([nH]c3ccccc32)c1=O	5.6%	1%	0.3%	-8%	-27%	8%	-11%	1%	1.2%
Cc1ccc(-c2nnc(Oc3cccc(C)c3)c3ccccc23)cc1	-0.1%	8%	-3.2%	8%	20%	-51%	-35%	16%	-0.1%
O=c1[nH]c2ccccc2n1CCCN1CCCCC1	0.2%	-4%	0.9%	9%	-6%[20 µM]	6%	-15%	2%	0.7%
CCN1C(=O)c2cccc3c(NC(=O)c4ccc(S(=O)(=O)N5CCOCC5)cc4)ccc1c23	0.6%	15%	-0.7%	9%	20%	7%	-30%	10%	-0.1%
Cc1c(C(=O)Nc2ccc(Oc3ccccc3)cc2)sc2nc3n(c(=O)c12)CCC3	5.4%	1%	-1.9%	18%	-19%	6%	-13%	0%	-0.1%
COc1cc(NC(=O)Cc2ccccc2)c(C(=O)O)cc1OC	7.0%	1%	1.8%	-9%	-12%	13%	-35%	12%	0.0%
COc1ccccc1C(=O)OCC(=O)NCCNC(=O)COC(=O)c1ccccc1OC	0.3%	12%	-0.6%	-4%	10%	11%	-10%	5%	0.3%
CCCn1c(=N)n(CC(=O)OCC)c2ccccc21	4.3%	8%	-0.1%	-2%	-45%	8%	-8%	5%	0.4%
NS(=O)(=O)c1ccc(NCc2ccccc2OCc2ccccc2F)cc1	4.2%	8%	6.1%	21%	0%	21%	7%	2%	0.3%
Cn1c(-c2ccc3c(c2)OCO3)cnc1NCc1ccccc1	1.3%	31%	-0.8%	18%	10%	0%	-6%	20%	-0.1%
CC(C(=O)OCC(=O)Nc1cccc(S(=O)(=O)N(C)C)c1)N1C(=O)c2ccccc2C1=O (configuration not stated)	-2.4%	9%	-0.3%	0%	-6%	6%	-36%	9%	-0.7%
CC1CCC(NC(=O)c2ccc3nc[nH]c3c2)CC1 (configuration not stated)	9.5%	9%	51%	3%	14%	-11%	-23%	5%	-0.1%
CC(C)n1c(/C=C/c2ccccc2)nc2ccccc21	-2.3%	10%	0.0%	18%	-22%	-85%	-39%	7%	0.7%
CCNS(=O)(=O)c1cc(OC)ccc1OC	8.2%	7%	-3.2%	-5%	-20%	5%	-1%	9%	-0.1%
O=C(C1COc2ccccc2O1)N1CCc2ccccc21 (configuration not stated)	-2.4%	9%	-0.7%	-4%	-18%	-46%	-44%	2%	-0.2%
O=C(NCCc1ccccc1)c1cccc2c1C(=O)N(C1CCCCC1)C2	-0.7%	8%	0.0%	8%	-23%	7%	-20%	7%	-0.2%
S=C(NCCN1CCCCC1)Nc1ccc(Br)cc1	1.8%	9%	-1.1%	-3%	-9%	3%	-14%	21%	-0.1%
Nc1ccc2oc(-c3ccccn3)nc2c1	1.6%	2%	1.6%	-2%	-1%	2%	-15%	20%	-0.2%

Another view of 4 compounds above.
> Cn1c(-c2ccc3c(c2)OCO3)cnc1NCc1ccccc1
  KOR beta-arrestin-1: 1.3% | Rac1 GTP hydrolysis: 31% | HIV peptide binding: -0.8% | GPR55 LPI antagonism: 18% | KOR beta-arrestin-2: 10% | HEK293 NOD2/NF-kB: 0% | NOD1 NF-kB reporter: -6% | SV40 large T antigen: 20% | GPR55 activation: -0.1%
> CC(C(=O)OCC(=O)Nc1cccc(S(=O)(=O)N(C)C)c1)N1C(=O)c2ccccc2C1=O (configuration not stated)
  KOR beta-arrestin-1: -2.4% | Rac1 GTP hydrolysis: 9% | HIV peptide binding: -0.3% | GPR55 LPI antagonism: 0% | KOR beta-arrestin-2: -6% | HEK293 NOD2/NF-kB: 6% | NOD1 NF-kB reporter: -36% | SV40 large T antigen: 9% | GPR55 activation: -0.7%
> CC1CCC(NC(=O)c2ccc3nc[nH]c3c2)CC1 (configuration not stated)
  KOR beta-arrestin-1: 9.5% | Rac1 GTP hydrolysis: 9% | HIV peptide binding: 51% | GPR55 LPI antagonism: 3% | KOR beta-arrestin-2: 14% | HEK293 NOD2/NF-kB: -11% | NOD1 NF-kB reporter: -23% | SV40 large T antigen: 5% | GPR55 activation: -0.1%
> CC(C)n1c(/C=C/c2ccccc2)nc2ccccc21
  KOR beta-arrestin-1: -2.3% | Rac1 GTP hydrolysis: 10% | HIV peptide binding: 0.0% | GPR55 LPI antagonism: 18% | KOR beta-arrestin-2: -22% | HEK293 NOD2/NF-kB: -85% | NOD1 NF-kB reporter: -39% | SV40 large T antigen: 7% | GPR55 activation: 0.7%

Other entries follow.
SMILES	KOR beta-arrestin-1	Rac1 GTP hydrolysis	HIV peptide binding	GPR55 LPI antagonism	KOR beta-arrestin-2	HEK293 NOD2/NF-kB	NOD1 NF-kB reporter	SV40 large T antigen	GPR55 activation
O=C(CN1CCN(CC(=O)Nc2cccc(F)c2)CC1)Nc1ccc(-c2ccccc2)cc1	2.4%	6%	-0.4%	-10%	4%	16%	-42%	9%	-0.1%
Cc1onc(-c2ccccc2)c1C(=O)OCC(=O)NCc1ccc(F)cc1	-0.4%	5%	1.9%	1%	25%	23%	-8%	-3%	0.0%
COCCCN=Cc1c(-c2ccccc2)[nH]n(-c2nc3ccccc3s2)c1=O	-2.3%	10%	-2.0%	-2%	-4%	27%	12%	-5%	-0.3%
O=C(NC1CCCC1)C1CCN(C(=O)c2ccccc2Cl)CC1	0.7%	3%	-0.6%	19%	-8%	4%	-15%	2%	0.4%
CCOc1cccc2cc(C(=O)Nc3ccccc3-c3ccccc3)c(=O)oc12	8.9%	4%	-2.9%	-5%	-7%	9%	-19%	0%	-0.3%
CC(C)C(=O)Nc1ccc(Oc2ccc3c(c2)C(=O)NC3=O)cc1	0.0%	13%	-2.2%	0%	-19%[20 µM]	20%	16%	8%	-0.4%
COc1cccc(C2CC(c3ccccc3Cl)n3nc(N)nc3N2)c1 (configuration not stated)	1.5%	1%	-0.8%	-7%	-41%	-3%	0%	0%	0.6%
CCc1nc(N2CCN(C(=O)c3ccco3)CC2)c2oc3ccccc3c2n1	1.4%	8%	2.5%	-11%	-2%	2%	18%	5%	0.6%

Record cards (already shown). Order of values: KOR beta-arrestin-1, Rac1 GTP hydrolysis, HIV peptide binding, GPR55 LPI antagonism, KOR beta-arrestin-2, HEK293 NOD2/NF-kB, NOD1 NF-kB reporter, SV40 large T antigen, GPR55 activation
`Cc1onc(-c2ccccc2)c1C(=O)OCC(=O)NCc1ccc(F)cc1` as listed: -0.4%, 5%, 1.9%, 1%, 25%, 23%, -8%, -3%, 0.0%
`COc1cccc(C2CC(c3ccccc3Cl)n3nc(N)nc3N2)c1` (configuration not stated) as listed: 1.5%, 1%, -0.8%, -7%, -41%, -3%, 0%, 0%, 0.6%

An excerpt. The share of hits here may be higher or lower than overall.
